ADAM17 inh: ADAM17 inhibitors, primary screen, biochemical, QFRET; Disintegrin and metalloproteinase domain-containing protein 17 (Homo sapiens), P78536; recombinant ADAM17, EDANS/DABCYL FRET peptide cleavage; inhibition, % at 6.95 µM; 370,000 compounds, 0.83% hits; AID 720648, 2013;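 active = inhibition above the mean of compounds lying between control limits plus 3 SD, set per campaign, cut at about 8.5% in these data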;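 note: 0% = DMSO-only wells as the low control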
NR1D1 modulator: modulators of Rev-erb alpha DNA binding, primary screen, biochemical, FITC-DNA, fluorescence polarization, uHTS | Nuclear receptor subfamily 1 group D member 1 (Homo sapiens), P20393 | Rev-erbα–FITC-DNA binding, 90 min | activity, % at 10 µM | 370,000 compounds, 0.79% hits | AID 1259318, 2017;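 active = activity above about 14%, limit read from the data; passing the limit was not always enough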;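 note: 0% = DMSO wells with 35 nM protein and 100% = DMSO wells with 750 nM protein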
PLC-gamma1 inh: PLC-gamma1 enzyme inhibitors, primary screen, biochemical, fluorescence, purified enzyme. fluorogenic substrate. 1-phosphatidylinositol 4,5-bisphosphate phosphodiesterase gamma-1 (Homo sapiens), P19174. 370,000 compounds, 0.84% hits. inhibition, % at 12.2 µM; in the data active = inhibition above about 9.5%
hgDAF-12 ag: H. glycines DAF-12 receptor agonists, primary screen, cell-based, luminescence, HEK293, GAL4 fusion, UAS-luciferase; 370,000 compounds, 1.8% hits; activation, % at 6.8 µM; HEK293 GAL4-hgDAF12 UAS-luciferase reporter, agonist luminescence; normalized to butyrate control;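 active = activation above a cutoff set at the mean of all screened compounds plus 3 SD, cut at about 10% in these data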;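 note: 0% = DMSO wells and 100% = sodium butyrate wells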
MBD2 inh: inhibitors of MBD2 binding to methylated DNA, primary screen, biochemical, TR-FRET, DNA-binding domain, human; Methyl-CpG-binding domain protein 2 (Homo sapiens), Q9UBB5; MBD2 binding to methylated oligonucleotide; inhibition, % at 4.4 µM; 370,000 compounds, 0.31% hits; AID 686964, 2013; in the data active = inhibition above about 13%
ssDAF12 agonist: S. stercoralis DAF-12 nuclear receptor activators, primary screen, cell-based, luminescence, HEK293, GRIP1 co-expression, lit1-tk-luc; Nuclear hormone receptor DAF-12 (Strongyloides stercoralis); HEK293 ssDAF-12/GRIP1 lit1-tk-luc reporter; % of 3 µM dafachronic acid response; activation, % at 6.8 µM; 370,000 compounds, 1% hits; AID 652126, 2013;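 active = activation above the mean over all tested compounds plus 3 SD, cut at about 0.9% in these data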;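 note: 0% = DMSO-only wells and 100% = 3 µM delta7-dafachronic acid wells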
DAX1 inh-1: DAX1 (NR0B1) inhibitors, primary screen, cell-based, HEK293, Gal4-DAX1, luciferase luminescence; Nuclear receptor subfamily 0 group B member 1 (Homo sapiens), P51843; HEK293 Gal4-DAX1 luciferase reporter; 340,000 compounds, 0.99% hits; AID 504766, 2011; inhibition, % at 6.75 µM;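 active = inhibition above the mean over all tested compounds plus 3 SD, cut at about 4.2% in these data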;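 note: 0% = DAX1-transfected cells with DMSO and 100% = empty-vector control cells with DMSO; inhibition shows as a rise in luminescence from relieved DAX1 repression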
hcDAF-12 act: H. contortus DAF-12 nuclear receptor activators, primary screen, cell-based, luminescence, HEK293, lit1-tk-luc reporter | HEK293 hcDAF-12 lit1-tk-luc reporter; 0% DMSO, 100% Δ7-dafachronic acid | activation, % at 6.8 µM | 370,000 compounds, 1.4% hits;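 active = activation above the mean of all tested compounds plus 3 SD, cut at about 5.5% in these data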;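 note: 100% = response to 3 µM Δ7-dafachronic acid high control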
DAX1 inh-2: DAX1 (NR0B1) inhibitors on StAR promoter, primary screen, cell-based, luminescence, SF-1 (NR5A1), full-length DAX-1; HEK293T StAR-luciferase reporter, SF-1/DAX-1 repression relief; inhibition, % at 6.8 µM; 370,000 compounds, 1.1% hits; AID 652010, 2013;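 active = inhibition above the mean over all tested compounds plus 3 SD, cut at about 3.6% in these data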;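 note: 0% = DAX-1 cells with DMSO and 100% = cells lacking DAX-1 with DMSO; higher inhibition means more luminescence from relief of DAX-1 repression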
SMARCA2 activ: SMARCA2 (BRM) function activators, primary screen, cell-based, luminescence, high throughput; MG213 cells, MMTV-luciferase reporter, dexamethasone, overnight; activation, % at 9.1 µM; AID 652017, 2013; 370,000 compounds, 1% hits; in the data active = activation above about 7.8%;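 note: 0% = vehicle wells and 100% = reference activator wells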
PLC-beta3 inh: human PLC-beta3 inhibitors, primary screen, biochemical, fluorescence. AID 720704, 2013. 1-phosphatidylinositol 4,5-bisphosphate phosphodiesterase beta-3 (Homo sapiens), Q01970. inhibition, % at 12.2 µM. Purified PLC-beta3, fluorogenic substrate. 370,000 compounds, 0.18% hits; in the data active = inhibition above about 11%;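 note: 0% = median of compound wells on plate and 100% = full blocker control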
Target sequence (Q01970 whole entry, looked up): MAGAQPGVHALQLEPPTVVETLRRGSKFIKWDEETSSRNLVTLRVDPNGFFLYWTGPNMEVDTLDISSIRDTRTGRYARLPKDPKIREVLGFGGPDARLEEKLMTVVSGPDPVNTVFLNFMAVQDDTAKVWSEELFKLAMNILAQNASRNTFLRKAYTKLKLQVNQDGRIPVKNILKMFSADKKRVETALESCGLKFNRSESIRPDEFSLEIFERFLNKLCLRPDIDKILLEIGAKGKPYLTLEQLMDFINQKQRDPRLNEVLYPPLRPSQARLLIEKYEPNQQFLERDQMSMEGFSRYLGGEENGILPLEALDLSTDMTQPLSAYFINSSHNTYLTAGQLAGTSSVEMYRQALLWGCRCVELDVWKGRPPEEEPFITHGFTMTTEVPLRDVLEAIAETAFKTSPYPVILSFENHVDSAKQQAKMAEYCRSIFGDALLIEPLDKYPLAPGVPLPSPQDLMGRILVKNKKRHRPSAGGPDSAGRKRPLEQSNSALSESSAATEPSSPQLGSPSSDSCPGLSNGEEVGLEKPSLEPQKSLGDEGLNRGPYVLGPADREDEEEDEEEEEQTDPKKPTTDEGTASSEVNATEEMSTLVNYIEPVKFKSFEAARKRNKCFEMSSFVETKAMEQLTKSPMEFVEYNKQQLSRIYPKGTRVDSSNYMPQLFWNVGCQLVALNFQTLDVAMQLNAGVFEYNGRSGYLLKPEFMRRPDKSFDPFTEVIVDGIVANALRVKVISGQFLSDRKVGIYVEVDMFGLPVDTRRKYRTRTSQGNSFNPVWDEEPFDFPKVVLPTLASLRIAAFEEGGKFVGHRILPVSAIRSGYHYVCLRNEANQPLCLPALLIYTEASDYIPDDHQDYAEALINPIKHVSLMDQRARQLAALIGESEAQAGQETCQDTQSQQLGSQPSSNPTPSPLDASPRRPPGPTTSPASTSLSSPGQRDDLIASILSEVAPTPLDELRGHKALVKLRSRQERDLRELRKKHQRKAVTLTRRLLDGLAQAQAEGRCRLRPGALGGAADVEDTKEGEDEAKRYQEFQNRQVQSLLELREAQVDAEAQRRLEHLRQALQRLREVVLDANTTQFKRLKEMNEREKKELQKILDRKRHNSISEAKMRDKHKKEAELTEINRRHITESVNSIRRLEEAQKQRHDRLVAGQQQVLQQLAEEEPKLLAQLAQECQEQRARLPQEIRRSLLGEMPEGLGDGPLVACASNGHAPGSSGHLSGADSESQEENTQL
* marks the source's active call; other numbers are inactive results; i = inactive; x = not tested or not shown.

SMILES | ADAM17 inh | NR1D1 modulator | PLC-gamma1 inh | hgDAF-12 ag | MBD2 inh | ssDAF12 agonist | DAX1 inh-1 | hcDAF-12 act | DAX1 inh-2 | SMARCA2 activ | PLC-beta3 inh
CC(=O)c1ccc(NC(=O)Nc2ncn(Cc3cccc(C)c3)n2)cc1 | 1 | -2 | 4 | 0.6 | 4 | -1.5 | 0.2 | 0.5 | -0.6 | 3 | 4
Cc1nnsc1C(=O)N1CCCC(Nc2ccc(F)c(F)c2)C1 (stereo not drawn) | -2 | -6 | -2 | 2.8 | 1 | -0.9 | 0.4 | -0.7 | -0.1 | 6 | -20
CC(C)CC(=O)OC(C)(C)[C@@H]1Cc2c(ccc3ccc(=O)oc23)O1 | -442 | 8 | -107 | -2.4 | -3 | -1.8 | -0.7 | -1.4 | -0.5 | 2 | -142
CCc1cccc(NC(=O)Cc2ccc([N+](=O)[O-])cc2)c1 | 1 | 1 | -4 | 0.7 | 3 | -1.1 | -1.3 | -2.4 | -1.2 | -4 | 1
CCn1c(SCC(=O)N/N=C/C=C/c2ccco2)nnc1-c1ccc(OC)cc1 | 4 | -4 | -2 | 2.3 | 2 | -1.2 | -0.5 | -3.4 | 0.4 | 1 | -4
CC[C@]12c3[nH]c4ccccc4c3CCN1C(=O)C(CC(=O)NCc1ccc(OC)c(OC)c1)C[C@@H]2C(=O)N1CCN(C(=O)C2CC2)CC1 (stereo partly drawn) | -4 | -2 | -3 | -0.9 | -2 | -0.8 | -0.3 | 0.7 | -0.4 | -2 | -2
COc1ccccc1NC(=O)CCN1C(=O)c2ccccc2S1(=O)=O | 2 | 3 | 0 | 1.0 | 5 | -0.4 | 2.4 | -0.6 | -0.6 | 5 | 2
O=C(NC(Cc1c[nH]c2ccccc12)C(=O)O)c1ccccc1 (stereo not drawn) | -1 | -2 | 1 | 1.2 | -7 | 1.2* | 0.7 | 2.6 | 0.8 | 4 | -2
CCOc1ccc(N(Cc2cc3cc(C)ccc3[nH]c2=O)C(=O)COC)cc1 | -16 | 5 | -2 | -1.1 | 1 | -0.4 | -0.6 | -0.4 | -0.6 | 0 | -9
CNC(=O)/C(=C/c1ccc2c(c1)OCO2)NC(=O)c1ccc(Br)cc1 | 6 | 7 | -7 | 0.3 | -11 | -0.5 | -1.4 | -3.0 | 0.3 | -1 | -2
Cc1ccc(N2C(=O)S/C(=C/c3cn(C)c4ccccc34)C2=O)cc1 | 2 | 2 | 1 | -2.4 | -1 | -1.1 | 2.5 | 1.7 | 0.0 | 3 | 2
COc1cc(C(=O)Nc2cccc3cccnc23)cc(OC)c1OC | -3 | -11 | 1 | -2.3 | -2 | -1.9 | -1.3 | -3.6 | -1.9 | -1 | -4

Record cards (already shown). Values in the order: ADAM17 inh, NR1D1 modulator, PLC-gamma1 inh, hgDAF-12 ag, MBD2 inh, ssDAF12 agonist, DAX1 inh-1, hcDAF-12 act, DAX1 inh-2, SMARCA2 activ, PLC-beta3 inh
Cc1nnsc1C(=O)N1CCCC(Nc2ccc(F)c(F)c2)C1 (stereo not drawn) as listed: -2, -6, -2, 2.8, 1, -0.9, 0.4, -0.7, -0.1, 6, -20
CC(C)CC(=O)OC(C)(C)[C@@H]1Cc2c(ccc3ccc(=O)oc23)O1 as listed: -442, 8, -107, -2.4, -3, -1.8, -0.7, -1.4, -0.5, 2, -142
CCn1c(SCC(=O)N/N=C/C=C/c2ccco2)nnc1-c1ccc(OC)cc1 as listed: 4, -4, -2, 2.3, 2, -1.2, -0.5, -3.4, 0.4, 1, -4
CCOc1ccc(N(Cc2cc3cc(C)ccc3[nH]c2=O)C(=O)COC)cc1 as listed: -16, 5, -2, -1.1, 1, -0.4, -0.6, -0.4, -0.6, 0, -9
Cc1ccc(N2C(=O)S/C(=C/c3cn(C)c4ccccc34)C2=O)cc1 as listed: 2, 2, 1, -2.4, -1, -1.1, 2.5, 1.7, 0.0, 3, 2

The listing continues.
SMILES | ADAM17 inh | NR1D1 modulator | PLC-gamma1 inh | hgDAF-12 ag | MBD2 inh | ssDAF12 agonist | DAX1 inh-1 | hcDAF-12 act | DAX1 inh-2 | SMARCA2 activ | PLC-beta3 inh
COc1cc(C(C)=O)ccc1OC(=O)c1cc2cccc(OC)c2oc1=O | -4 | 0 | -9 | -0.1 | -8 | -1.3 | 1.3 | -0.3 | 0.5 | 3 | -19
CCOc1ccc(C(C)(C)C)cc1S(=O)(=O)N1CCOCC1 | 4 | 3 | 7 | 0.1 | 0 | -1.1 | -0.8 | -0.6 | 0.2 | -1 | 3
COc1ccccc1NC1=C(Cl)C(=O)N(c2ccccc2)C1=O | 5 | 1 | 1 | -1.6 | -1 | -0.7 | -0.8 | 1.2 | -0.8 | -3 | 4
O=C(NCCN1CCC(Cc2ccccc2)CC1)C1CCCN(S(=O)(=O)c2ccc(Br)s2)C1 (stereo not drawn) | 4 | -2 | 4 | -3.3 | -6 | -1.5 | x | -4.6 | -2.7 | -6 | 3
CCC(C)/C(C)=N/NC(=O)C1COc2ccccc2O1 (stereo not drawn) | 1 | -2 | 1 | 1.5 | -7 | -1.5 | -1.4 | -1.1 | -0.3 | -1 | 0
CCCC(=O)Nc1nn(C)c2nc3c(C)cccc3cc12 | -5 | 1 | -70 | 2.5 | 0 | 0.3 | -1.2 | 1.7 | -0.1 | 1 | -79
COc1cccc(-c2nc(=S)c3c(o2)CCCC3)c1 | -2 | -1 | 2 | 13* | 4 | -0.4 | 5.1* | 2.4 | 3.7* | 6 | -4
FC(F)(F)c1cc(-c2ccccc2)nc(N2CCCCC2)n1 | 0 | 3 | 1 | 2.2 | -3 | -0.7 | -0.5 | 1.4 | 0.4 | 1 | 0
O=C(CN(C(=O)CNC(=O)c1cccs1)c1ccccc1)NC1CCCCC1 | 0 | -3 | -1 | -2.5 | 2 | -0.9 | 0.4 | -1.2 | 0.1 | -1 | -3
Cc1cccc(CNc2ncnc3ccc(-c4ccc5c(c4)OCO5)cc23)c1 | -49 | 1 | -28 | -6.0 | -6 | -1.8 | -0.5 | -2.9 | -1.1 | -2 | -50
CCOC(=O)[C@]12CCC=C1N(CCC1=CCCCC1)C(=O)[C@H](CC(=O)NCc1ccc(OC)c(OC)c1)C2 | -5 | -6 | -2 | -0.6 | 1 | -1.5 | x | 3.5 | 1.9 | 2 | 0
O=C(NC1CCCCC1)C1CC=CCC1C(=O)OCC(Cl)=C(Cl)Cl (stereo not drawn) | -4 | 0 | 0 | -2.7 | 4 | -1.2 | 0.2 | 0.2 | -1.4 | -1 | 4
Cc1ccccc1NC(=O)C(C)SCc1ccccc1 (stereo not drawn) | 1 | -2 | 0 | 3.6 | 0 | -0.7 | -0.6 | 0.9 | 0.2 | -1 | -6
COc1ccc(OC)c(NC(=O)C2CCCN2S(=O)(=O)c2cccc3nsnc23)c1 (stereo not drawn) | -2 | -3 | 2 | -1.3 | -1 | -0.8 | -0.2 | -0.3 | -0.5 | 0 | -3
Cc1nc(Cl)c(C#N)cc1-c1ccccc1 | -6 | 4 | 1 | 3.3 | 0 | -1.0 | -0.4 | -1.2 | -0.7 | -3 | -6
CCCCCCCCN1C(=O)[C@@H](CC(=O)NCCCOC)C[C@@]2(C(=O)OC)C1=C[C@H](C(C)C)O[C@@H]2C1CC1 | 3 | -5 | 5 | -0.6 | -8 | -1.1 | x | -1.6 | -1.1 | 1 | 3
O=c1ccnc2n1COCS2 | 4 | -2 | 12* | 0.2 | -2 | -0.6 | 6.1* | -0.5 | 1.6 | -5 | 0
Cc1ccc(CNc2cccnc2)cc1 | -1 | -4 | -4 | 4.5 | -9 | 0.7 | -0.8 | -1.2 | 1.5 | 0 | -13
Cc1cccc(NC(=S)N2CCC(c3nc4ccccc4s3)CC2)c1 | 7 | 4 | 3 | -4.1 | 5 | -0.9 | -1.0 | -0.8 | 1.3 | -3 | 2
CCc1ccc(/C=C2/SC(=S)N(CCC(=O)Nc3cccc(C(=O)O)c3)C2=O)cc1 | -4 | -4 | -2 | -0.8 | -7 | -0.4 | 0.1 | -0.7 | 1.0 | -2 | -7
COc1ccc(/C=N/Nc2cc(N(C)C)nc(N(C)C)n2)cc1 | 1 | -8 | -20 | 1.4 | -8 | 0.0 | 0.5 | 3.1 | -0.3 | -3 | -21
O=C(NCCSc1ccccc1)c1cncc(Br)c1 | -7 | 3 | 2 | 10 | -2 | -0.9 | 2.4 | 1.5 | 1.7 | 3 | 1
O=C(NCc1ccccc1)c1onc(CS(=O)(=O)c2ccccn2)c1C(=O)NCc1ccccc1 | -2 | -3 | 0 | -2.3 | 0 | -1.5 | 1.7 | -1.1 | -0.1 | 1 | -2
Cc1ccc(C(=O)Cn2c(=N)n(CCN3CCOCC3)c3ccccc32)cc1 | -3 | -6 | -4 | 2.5 | 1 | -0.5 | -0.1 | 2.7 | 0.1 | 2 | -4
Cc1cc(C)c(C(=O)N2CCC(N3CCC(C(=O)NC(C)C)CC3)CC2)o1 | -13 | 3 | -27 | 0.0 | -1 | -1.2 | -0.2 | 0.4 | -0.4 | 3 | -48
CC1=[N+]([O-])C(C)(C)N(O)C1(C)C | 0 | 3 | 1 | 2.4 | 3 | -0.7 | 1.2 | -2.7 | -0.3 | -3 | -6
CCOc1ccc(CNC(=O)c2ccc(Sc3ccc(C)cc3)c(NC(C)=O)c2)cc1 | 1 | 9 | -1 | 0.7 | 1 | -2.0 | -0.4 | -3.2 | -0.4 | -3 | -5
O=C(O)c1cc2nccc(-c3ccco3)n2n1 | -90 | 4 | -450 | 2.2 | -2 | -0.9 | 0.5 | -0.5 | -0.1 | 2 | i
O=C(Nc1cccc(Cl)c1)C1C2CCC3C(CCC21)C3(Cl)Cl (stereo not drawn) | 7 | 2 | 0 | 2.0 | -4 | -1.5 | 0.8 | -2.9 | -0.3 | -2 | 5
